Screens deposited in PubChem BioAssay by several laboratories.
VHR inh abs: blocks human VHR1 dual specificity phosphatase | inhibition, % at 13.3 µM | recombinant VHR phosphatase, pNPP absorbance | actives 0.52% (n = 290,000); in the data active = inhibition above about 50%; also: some compounds called inactive have numbers as strong as hits
Target sequence (P51452 whole entry, looked up): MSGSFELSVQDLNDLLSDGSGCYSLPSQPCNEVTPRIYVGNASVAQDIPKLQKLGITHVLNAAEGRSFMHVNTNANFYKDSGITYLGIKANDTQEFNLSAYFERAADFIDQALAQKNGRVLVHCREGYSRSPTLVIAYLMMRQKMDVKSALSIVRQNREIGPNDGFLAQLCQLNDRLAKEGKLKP
BioA inh: BioA (M. tuberculosis) enzyme inhibition; actives 0.096% (n = 360,000); inhibition, % at 9.99 µM; purified M. tuberculosis BioA enzyme, plate reader; in the data active = inhibition above about 40%; inconclusive = no clear call, values can overlap the other calls
GDH-TPI counter: counter-screen for M. tuberculosis FBA inhibitors: GDH-TPI coupled enzymes | inhibition, % at 4.8 µM | actives 1.2% (n = 360,000) | GDH-TPI coupled enzyme counterscreen, NADH absorbance | AID 588335; in the data active = inhibition above about 30%;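 also: 0% = DMSO wells and 100% = wells lacking the enzyme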
Mtb UGM inh: inhibitors of M. tuberculosis UDP-galactopyranose mutase; actives 0.06% (n = 320,000); purified UGM, fluorescence polarization probe displacement; P9WIQ1; inhibition, % at 10 µM; in the data active = inhibition above about 10%, passing the limit was not always enough; inconclusive = no clear call, values can overlap the other calls
Target sequence (P9WIQ1 whole entry, looked up): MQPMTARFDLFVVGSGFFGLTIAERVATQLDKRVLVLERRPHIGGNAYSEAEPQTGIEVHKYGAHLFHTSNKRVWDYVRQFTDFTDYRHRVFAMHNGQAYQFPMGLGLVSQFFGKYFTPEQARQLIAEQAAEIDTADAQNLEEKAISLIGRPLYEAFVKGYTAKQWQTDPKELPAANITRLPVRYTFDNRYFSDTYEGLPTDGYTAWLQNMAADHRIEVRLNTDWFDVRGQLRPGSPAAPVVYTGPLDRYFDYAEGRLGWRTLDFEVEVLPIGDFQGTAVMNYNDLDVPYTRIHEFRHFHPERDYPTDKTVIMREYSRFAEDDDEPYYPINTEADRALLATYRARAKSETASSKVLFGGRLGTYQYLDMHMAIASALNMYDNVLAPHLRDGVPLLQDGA
MazF activator: increases E. coli MazEF RNase cleavage of RNA. FAM/BHQ RNA-DNA oligo cleavage fluorescence, 5 h. activation, % at 20 µM. AID 504720. actives 0.32% (n = 350,000). P0AE70; in the data active = activation above about 50%
Mtb FBA inh: inhibits M. tuberculosis FBA enzyme; P9WQA3; purified M. tuberculosis FBA, fluorescence read-out; inhibition, % at 1 µM; actives 2.3% (n = 360,000); AID 588726; in the data active = inhibition above about 27%;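 also: 0% = vehicle and 100% = reference inhibitor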
Target sequence (P9WQA3 whole entry, looked up): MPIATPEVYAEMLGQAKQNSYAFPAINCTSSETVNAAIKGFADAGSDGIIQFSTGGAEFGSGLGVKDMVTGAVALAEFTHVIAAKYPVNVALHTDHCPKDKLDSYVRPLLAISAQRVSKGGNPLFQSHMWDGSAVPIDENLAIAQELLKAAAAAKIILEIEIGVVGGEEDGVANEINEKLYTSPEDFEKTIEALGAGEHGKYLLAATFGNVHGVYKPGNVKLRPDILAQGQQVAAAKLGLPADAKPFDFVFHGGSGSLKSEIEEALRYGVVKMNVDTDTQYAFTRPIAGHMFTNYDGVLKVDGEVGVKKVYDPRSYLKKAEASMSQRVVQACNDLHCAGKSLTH
Rv3671c inh: inhibitors of M. tuberculosis serine protease Rv3671c; P9WHR9; inhibition, % at 5.96 µM; actives 0.048% (n = 320,000); AID 2606; in the data active = inhibition above about 38%;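 also: extracellular domain of Rv3671c used as enzyme; 0% = enzyme with DMSO and 100% = no enzyme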
PriA SSB inh: blocks PriA binding to SSB C-terminal tail; AlphaScreen SSBct-PriA binding, biotinylated peptide; inhibition, % at 33 µM; actives 0.6% (n = 430,000); in the data active = inhibition mostly above about 37%, no sharp cut-off; inactive = mostly below about 20%;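 also: plate controls were negative control peptide for no effect and reference peptide for full effect; strong numbers were not always called active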
BH1578 lux ind: induces V. cholerae light production without autoinducers. V. cholerae BH1578 lux reporter, luminescence, 6 h. activation, % at 18.7 µM. actives 0.16% (n = 350,000). AID 588436; in the data active = activation mostly above about 9.7%, no sharp cut-off; inconclusive = no clear call, values can overlap the other calls; inactive = mostly below about 3.7%; also: not every result past the cut was called active; inactives centre near 0; reference of the scale not given here
SARS 3CLpro inh: SARS-CoV 3CLpro protease inhibition; recombinant SARS-CoV 3CLpro, quenched FRET peptide cleavage; inhibition, % at 6 µM; actives 0.14% (n = 290,000); in the data active = inhibition above about 12%
Active calls of the source: *; i = inactive; ? = inconclusive; . = not tested or not shown; & = joins results of further samples. An excerpt; rates above refer to the full screens.

The opening 2 records (preview)
Value order – VHR inh abs, BioA inh, GDH-TPI counter, Mtb UGM inh, MazF activator, Mtb FBA inh, Rv3671c inh, PriA SSB inh, BH1578 lux ind, SARS 3CLpro inh
1: CNC(=O)CO/N=C/c1ccc(N(C)C)cc1
→ 3, ., 10, -2.6, 3, 2, 0, ., -1.6, 2
2: O=C(N/N=C/c1ccc[nH]1)c1ccncc1
→ 8, -2.0, 21, -1.3, -26, 3, 5, ., -0.2, 1

This part in full (from the top)
Value order – VHR inh abs, BioA inh, GDH-TPI counter, Mtb UGM inh, MazF activator, Mtb FBA inh, Rv3671c inh, PriA SSB inh, BH1578 lux ind, SARS 3CLpro inh
1: CNC(=O)CO/N=C/c1ccc(N(C)C)cc1
→ 3, ., 10, -2.6, 3, 2, 0, ., -1.6, 2
2: O=C(N/N=C/c1ccc[nH]1)c1ccncc1
→ 8, -2.0, 21, -1.3, -26, 3, 5, ., -0.2, 1
3: COc1ccc(C(=O)NNC(=O)CSc2nc3c(c(=O)n(C)c(=O)n3C)n2C)cc1
→ 15, ., -5, -2.2, -7, -1, 15, -5, i, -1
4: O=C(NNC(=S)Nc1ccc(Cl)c(Cl)c1)c1ccccn1
→ 22, ., 5, -0.2, -2, 3, 12, 92*, -0.1, 1
5: Oc1cc2c(cc1O)[C@@H](c1ccccc1)CNCC2
→ 16, -0.3, -6, ., 5, -4, ., -1, 0.6, 3
6: COc1ccc(Cl)cc1NC(=O)Cn1c(NCCO)nc2ccccc21
→ -8, 0.5, -4, -0.3, 7, -1, 10, 2, 3.0, 4
7: O=C(N/N=C/c1cccs1)c1c[nH]c2ccccc12
→ 4, ., 38*, -3.9, 3, 1, 3, ., -1.6, 0
8: O=C1[C@@H]2[C@H](C(=O)N1O)[C@H]1C=C[C@@H]2C1
→ -2, -2.2, 1, 0.2, -6, -5, 3, 4, ., -4
9: O=C1NC2(CCCCC2)NN1c1ccccc1
→ 4, -0.7, -3, 1.6, -3, 1, -6, 3, -5.6, 4
10: O=C(NNS(=O)(=O)c1ccc([N+](=O)[O-])cc1)c1ccc2ccccc2c1O
→ 2, 0.8, 6, -3.1, 2, -1, ., 1, -0.3, 5
11: N#CCCC1CCCC=C1N(Cc1ccccc1)C(=O)C(Cl)Cl (configuration not stated)
→ 16, 0.2, 1, -1.8, 6, 2, -2, -5, -0.2, -5
12: COc1ccc(-n2c(C)c3c(C)nnc(C)c3c2C)cc1OC
→ ., 20, 8, ., 8, 7, ., ., -5.6, .
13: Cc1ccc(OC(=O)CCC(=O)OCCCC(F)(F)C(F)(F)F)cc1
→ -5, -1.0, 2, -1.0, -1, -1, 1, -71, -0.4, 0
14: Cc1ccc2nc(Nc3ccc(F)cc3)c3nncn3c2c1
→ -2, -0.9, 10, -2.1, -9, 2, -6, 1, i, 1
15: COc1ccc(NC(=O)Cn2c(=O)oc3cc(Cl)ccc32)c(OC)c1
→ -11, -1.0, 16, -3.6, -4, -1, 0, -29, i, 4
16: Nc1ccn([C@@H]2O[C@H](CO)[C@@H](O)C2O)c(=O)n1 (some centres not stated)
→ 26, -0.9, 0, 0.6, 4, 4, -5, -2, i, 2
17: c1ccc2c(c1)CN1CCCC1=N2
→ -6, 1.1, 10, -1.7, 0, 1, -6, -12, i, 0
18: C[C@H](CO)N1C[C@H](C)[C@@H](CN(C)Cc2ccc(C(=O)O)cc2)Oc2ncc(Br)cc2C1=O
→ ., -2.0&-2.1, 3, ., 9, 1, ., ., i, .
19: Cc1ccc2c(c1)N(CCC(=O)NCC1CCCO1)C(=O)CO2 (configuration not stated)
→ 14, 0.9, 11, -3.4, -6, 0, 8, -8, -2.9, -2
20: CCc1ccc(NC(=O)CSCCN2C(=O)c3ccccc3C2=O)cc1
→ 4, ., -4, 0.3, -3, 1, 4, -5, i, 2
21: COCCN(C(=O)c1sc2ccccc2c1Cl)c1c(N)n(CC(C)C)c(=O)[nH]c1=O
→ ., 0.4, 3, -0.1, 6, 3, -2, 2, i, .
22: Cc1ccnc(NS(=O)(=O)c2ccc(NC(=O)CC(C)c3ccccc3)cc2)n1 (configuration not stated)
→ 31, 0.3, 2, ?, 9, 0, 0, -2, -0.2, -1
23: O=C(Nc1ccc(N2CCCC2)c(Cl)c1)c1ccc([N+](=O)[O-])cc1
→ -5, ., 5, -2.8, -5, -1, -1, 15, -0.5, 0
24: COc1ccc(N2CCN(c3nc4c(c(=O)[nH]c(=O)n4C)n3Cc3cccc(C)c3)CC2)cc1
→ 7, 0.6, 8, 0.9, 13, -2, -1, -2, -0.2, -4
25: O=C(NS(=O)(=O)Oc1cccc(Cl)c1Cl)OC[C@@H]1CCCN2CCCCC12 (some centres not stated)
→ 46, ., 5, -0.2, 1, 1, -6, -4, -0.2, -1
26: COCCOc1ccc(C(F)(F)F)cc1NC(=O)COC(=O)C12CC3CC(CC(O)(C3)C1)C2
→ 37, 1.2, 2, 4.1, 0, 3, -1, -9, i, 5
27: O=C(O)Cc1ccc(NC(=O)Cc2ccc3ccccc3c2)cc1
→ 16, -0.9, 4, 2.8, 6, -1, ., 0, -2.4, 2
28: Cc1ccc(S(=O)(=O)N2CCCCCC2)cc1[N+](=O)[O-]
→ 2, -0.4, 3, 3.3, -5, -1, -6, -4, -1.3, 5
29: COc1ccc(OC)c(NC(=O)CSc2nc3ccccc3cc2Cc2ccccc2)c1
→ 32, -0.1, 20, -0.7, -8, 1, -11, -1, -3.0, 7
30: COc1ccc(CCNC(=O)CCS(=O)(=O)c2cccc3nsnc23)cc1OC
→ 0, -1.4, 6, 1.6, 4, -4, 0, -10, -0.3, 0
31: COc1ccc(S(=O)(=O)NCC(=O)NC2CC2)cc1OC
→ -5, -1.6, 5, 1.0, -5, 0, 6, 2, -0.7, -2
32: CC(C)(CNc1ccc([N+](=O)[O-])cc1Cl)CNS(C)(=O)=O
→ 8, 1.4, 1, 0.5, 6, -3, 1, 1, -3.1, 0
33: COc1ccccc1N1CCN(C2CCCN(C(=O)CCc3ccccn3)C2)CC1 (configuration not stated)
→ 0, 0.1, 1, -3.3, -1, -1, ., -10, 0.6, -1
34: COc1ccc(CN2CCN(C(=O)C3CCC(CNS(=O)(=O)c4ccccc4)CC3)CC2)c(OC)c1OC (configuration not stated)
→ 19, ., -3, -0.1, 3, 3, 1, -4, i, -1
35: O=C(Nc1ccccc1)c1cc(C2COCCN2C(=O)C2CC2)on1 (configuration not stated)
→ ., -0.3, 4, ., ., 1, ., ., i, .
36: Cc1cc(Cl)nc(NC(=O)Nc2cccc(Cl)c2)n1
→ 23, ., -5, 2.8, 8, 2, 3, -15, 0.0, 7
37: O=C(NCc1ccccc1)c1ccc(/C=N/O)nc1
→ 21, -0.6, 13, -0.5, -5, -1, 5, ., -0.5, 1
38: COc1cc(OC)nc(C(NC(=O)C2CCN(Cc3c[nH]c4ccccc34)CC2)c2ccc(Cl)cc2)n1 (configuration not stated)
→ ., 1.8, 9, ., ., 0, ., ., -0.5, .
39: CC(C)Cn1c(N)c(C(=O)COC(=O)CN2C(=O)C3CC=CCC3C2=O)c(=O)n(C)c1=O (configuration not stated)
→ 6, 3.0, 1, 2.1, -6, -2, 6, 5, -0.2, 1
40: COc1cccc(NC(C)C(=O)N2CC(C)OC(C)C2)c1 (configuration not stated)
→ 7, 0.3, -1, 1.3, 8, -1, 1, 0, -0.2, -3
41: CC(C)NC(=O)c1ccccc1NC(=O)C1CCCO1 (configuration not stated)
→ -8, 1.6, -3, 2.9, 0, -2, -8, -16, -0.4, 4
42: NS(=O)(=O)c1ccc(NC(=O)COC(=O)c2ccc(S(=O)(=O)N3CCOCC3)cc2)cc1
→ ., 0.3, -4, ., -2, -3, 7, -5, 5.9, .
43: Cc1ccc(NC(=O)C2(C)CCN2Cc2cccc3c2OCO3)cc1O (configuration not stated)
→ ., 0.3, 12, ., ., 4, ., ., i, .
44: COc1ccccc1NS(=O)(=O)c1cccc(C(=O)OCC(=O)Nc2cc(C)on2)c1
→ 10, ., -6, 1.7, 3, -4, -6, 2, -12, 1
45: COC1CCCCC1NCCc1ccccc1 (configuration not stated)
→ 29, ., 6, -0.7, 1, 11, 6, -2, -0.1, 5
46: CN1CCCN(S(=O)(=O)c2ccccc2)c2nc3ccccc3nc21
→ ., -0.7, -2, ., -10, 12, ., -17, -2.9, .
47: CCOc1cccc(CNC2CN3CCC2CC3)c1 (configuration not stated)
→ 25, -0.2, 7, -2.1, 9, 0, 0, -12, -0.2, -3
48: O=C(N/N=C/c1ccc2ncccc2c1)c1cc(-c2cccs2)nc2ccccc12
→ 30, -5.0, 39*, -2.1, -11, 14, -122, i, -0.7, 3
49: CC1CCN(CCOCCOc2ccc(Cl)cc2Br)CC1
→ 19, 0.4, 4, 0.8, 7, -2, 5, 6, i, 4
50: Cc1ccc(NC(=S)NC2CCCC2)cc1C
→ 9, -0.9, 0, 0.1, 5, -4, -4, -27, -0.7, 1
51: Cc1cccc(N2CCN(Cc3nc(-c4cccc(Oc5ccccc5)c4)oc3C)CC2)n1
→ 17, -1.3, 11, -0.8, 0, 2, 0, 10, -5.6, 0
52: CC1(C)C=Cc2cc3ccc(=O)oc3cc2O1
→ 3, 4.3, 5, 2.6, 10, 48*, 1, -1, -0.8, .
53: O=C(NNc1cc(Cl)cc(Cl)c1)C1CCC1
→ 29, ., -1, 0.9, 7, -1, 10, -2, -0.6, 0

An excerpt of these results, with bars between the fields:
# | mol | VHR inh abs | BioA inh | GDH-TPI counter | Mtb UGM inh | MazF activator | Mtb FBA inh | Rv3671c inh | PriA SSB inh | BH1578 lux ind | SARS 3CLpro inh
50 | Cc1ccc(NC(=S)NC2CCCC2)cc1C | 9 | -0.9 | 0 | 0.1 | 5 | -4 | -4 | -27 | -0.7 | 1
45 | COC1CCCCC1NCCc1ccccc1 (configuration not stated) | 29 | . | 6 | -0.7 | 1 | 11 | 6 | -2 | -0.1 | 5
48 | O=C(N/N=C/c1ccc2ncccc2c1)c1cc(-c2cccs2)nc2ccccc12 | 30 | -5.0 | 39* | -2.1 | -11 | 14 | -122 | i | -0.7 | 3
49 | CC1CCN(CCOCCOc2ccc(Cl)cc2Br)CC1 | 19 | 0.4 | 4 | 0.8 | 7 | -2 | 5 | 6 | i | 4
41 | CC(C)NC(=O)c1ccccc1NC(=O)C1CCCO1 (configuration not stated) | -8 | 1.6 | -3 | 2.9 | 0 | -2 | -8 | -16 | -0.4 | 4
42 | NS(=O)(=O)c1ccc(NC(=O)COC(=O)c2ccc(S(=O)(=O)N3CCOCC3)cc2)cc1 | . | 0.3 | -4 | . | -2 | -3 | 7 | -5 | 5.9 | .
43 | Cc1ccc(NC(=O)C2(C)CCN2Cc2cccc3c2OCO3)cc1O (configuration not stated) | . | 0.3 | 12 | . | . | 4 | . | . | i | .
